# Screening results (PubChem)
# D2 PAM: positive allosteric modulators of human D2 dopamine receptor. actives 0.34% (n = 340,000). P14416. AID 485347. potentiation, % at 10 µM. HEK293 T-REx D2, calcium flux, EC20 dopamine potentiation;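 active means potentiation over 3 SD above the plate norm, cut at about 30% in these data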; further: 0% is about no effect
# Target sequence (P14416 whole entry, looked up): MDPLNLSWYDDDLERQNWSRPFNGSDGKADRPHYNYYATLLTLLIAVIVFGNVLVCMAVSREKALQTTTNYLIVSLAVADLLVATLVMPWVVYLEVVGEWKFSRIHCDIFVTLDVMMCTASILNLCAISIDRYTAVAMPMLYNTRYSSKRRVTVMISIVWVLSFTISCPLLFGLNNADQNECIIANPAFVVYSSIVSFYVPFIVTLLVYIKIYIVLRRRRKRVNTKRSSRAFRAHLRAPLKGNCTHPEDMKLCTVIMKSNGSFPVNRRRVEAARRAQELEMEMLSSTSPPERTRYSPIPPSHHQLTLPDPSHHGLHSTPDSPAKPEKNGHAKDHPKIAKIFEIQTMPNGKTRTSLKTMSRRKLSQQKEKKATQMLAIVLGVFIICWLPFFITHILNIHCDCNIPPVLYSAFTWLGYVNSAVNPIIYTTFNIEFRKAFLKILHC
#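 Tetracycline-induced Hek293 Trex D2 cells, force-coupled to calcium, loaded with no-wash calcium dye. Compound added with 180 s kinetic read for agonism, then EC20 dopamine and a further 180 s read for potentiation.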
# Anesthetic bind: binds horse apoferritin like a general anesthetic | AID 485281 | Potency, µM (highest dose often 77.5 µM), for the others: top-dose activity change, negative = displacement, hits mostly inhibitors | actives 0.074% (n = 350,000) | apoferritin/1-aminoanthracene competitive binding, fluorescence; further: potency means the concentration at half of the fitted maximal effect; on the % scale 0 is the no-effect control and ±100 the full control effect; nearly all actives have a fitted effect of over 20% in size
# Target sequence (P02791 2-175 limits assumed): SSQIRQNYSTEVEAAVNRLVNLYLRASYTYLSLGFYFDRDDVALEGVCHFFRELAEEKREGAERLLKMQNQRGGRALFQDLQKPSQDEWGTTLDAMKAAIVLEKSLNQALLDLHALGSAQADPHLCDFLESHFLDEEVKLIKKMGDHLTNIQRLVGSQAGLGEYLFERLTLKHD
#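 Apoferritin-based anesthetic binding model; compound displacement of fluorescent 1-AMA measured as endpoint fluorescence after 10 minutes at room temperature, scaled to free-ligand and complex controls.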
# RXFP1 antag: blocks the human relaxin receptor RXFP1; Q9HBX9; HEK293-RXFP1, relaxin-stimulated cAMP HTRF, 30 min; stronger effect = lower value; activity change, negative = inhibition, % at 57.5 µM; actives 0.59% (n = 350,000); AID 1259400;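 active means activity change of -60% or lower, but not beyond a set lower limit; inconclusive means change between -60% and -40%, or beyond the set limit; inactive means change above -40%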; further: on the % scale 0 is the no-effect control and ±100 the full control effect
# TRHR ag: agonists of human TRH receptor. P34981. TRHR cells, calcium flux fluo-8, FDSS agonist mode. activation, % at 2 µM. actives 0.18% (n = 360,000). AID 493084; in the data active means activation above about 30%; further: 0% is about no effect
# Target sequence (P34981 whole entry, looked up): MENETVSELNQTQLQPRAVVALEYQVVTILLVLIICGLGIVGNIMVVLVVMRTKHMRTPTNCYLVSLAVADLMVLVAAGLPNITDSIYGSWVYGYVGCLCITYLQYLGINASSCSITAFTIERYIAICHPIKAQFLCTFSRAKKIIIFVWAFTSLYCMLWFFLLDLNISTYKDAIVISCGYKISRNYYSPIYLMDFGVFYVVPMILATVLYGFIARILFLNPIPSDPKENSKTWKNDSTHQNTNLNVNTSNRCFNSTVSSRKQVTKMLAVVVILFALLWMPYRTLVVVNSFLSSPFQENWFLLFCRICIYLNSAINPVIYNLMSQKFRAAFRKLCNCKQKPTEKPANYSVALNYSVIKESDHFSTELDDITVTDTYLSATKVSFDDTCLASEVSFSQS
#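 TRHR-expressing cells loaded with fluo-8 calcium dye; 23 nL library compound pin-transferred, kinetic FDSS fluorescence (Ex 480/Em 530) recorded about 180 s for agonist-induced calcium release, before a 10 nM TRH EC20 addition for potentiator mode.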
# TRHR enhancer: allosterically enhances the human TRH receptor | P34981 | actives 0.66% (n = 360,000) | TRHR cells, fluo-8 calcium fluorescence, EC20 TRH enhancement | enhancement, % at 2 µM; in the data active means enhancement above about 30%; further: 0% is about no effect
#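 Enhancer read-out: after compound pinning and an initial kinetic agonist-mode read, an EC20 of TRH (10 nM final) was injected and fluo-8 calcium signal (Ex 480/Em 530) followed at 1 s/cycle for 100 cycles in TRHR-expressing cells.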
# RXFP1 ag: agonists of human relaxin receptor RXFP1; Q9HBX9; Potency, µM (doses to about 57.5 µM), for inactives: top-dose activation, hits mostly activators; HEK293T-RXFP1 cAMP TR-FRET, 30 min; response scale: percent of porcine relaxin response, buffer zero; actives 0.3% (n = 370,000); further: potency means the concentration at half of the fitted maximal effect; on the % scale 0 is the no-effect control and ±100 the full control effect; nearly all actives have a fitted effect of over 60% in size; many of its hits are not listed in these tables
#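 HEK293T cells stably expressing RXFP1 were pretreated with the PDE4 inhibitor Ro 20174, exposed to compounds for 30 min at 37C, lysed, and cAMP was read by TR-FRET. Data normalized to buffer (basal) and 29 nM porcine relaxin (100%).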
# D1 ag: agonists of human D1 dopamine receptor; activation, % at 2 µM; actives 1% (n = 360,000); HEK293 T-REx D1 cells, calcium flux, agonist mode; P21728; AID 504660; in the data active means activation above about 30%; further: 0% is about no effect
#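 Tetracycline-induced HEK293 TREx D1 cells, force-coupled to calcium signalling, were dye-loaded with a no-wash calcium kit. Compound was pin-added after a 10 s baseline. Fluorescence was read kinetically at 1 cycle/s for 180 s, with calcium rises flagged as agonism.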
# D1 antagonist: blocks dopamine activation of the human D1 receptor; P21728; HEK293 TREx D1 cells, calcium flux, dopamine EC80; stronger effect = lower value; activity change, negative = inhibition, % at 10 µM; actives 3.2% (n = 360,000); in the data active means activity change below about -30%; further: on the % scale 0 is the no-effect control and ±100 the full control effect
#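 Calcium flux readout: force-coupled, inducible Hek293 Trex D1 line, cells induced overnight at 30 C with tetracycline, dye-loaded 30–90 min at RT. Antagonism scored against EC80 dopamine challenge given 180 s after compound.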
# D1 PAM: human D1 dopamine receptor positive modulation. AID 504651. P21728. HEK293 TREx D1 cells, calcium flux, dopamine EC20 potentiation. actives 0.036% (n = 360,000). potentiation, % at 10 µM; in the data active means potentiation above about 30%; further: 0% is about no effect
# Starred values were filed as active, the others as inactive; ? = inconclusive; · = not tested or not shown; [ ] = remark or other dose. Unless noted, the call rests on the fitted dose curve; in most records, active means well fitted curve in the direction sought with a large enough effect; inconclusive means small, poorly fitted or top-dose-only effect, or another doubt; inactive means no such curve, though single readings can be large; an effect the other way counts as inactive or inconclusive. Only part of the results is shown (hit frequency here may not be typical).
# Below each SMILES – D2 PAM	Anesthetic bind	RXFP1 antag	TRHR ag	TRHR enhancer	RXFP1 ag	D1 ag	D1 antagonist	D1 PAM
O=C(/C=C/c1cccs1)N1CCCCC1
 : 1	-12%	18	0.1	4	1.5%	0	-4	4
COc1ccc(C(=O)Nc2ccc(Cl)cc2C(=O)NCc2ccco2)cc1
 : 6	-9%	-15	-0.5	1	?	-1	7	-3
CC1(C)OC(=O)C(=CNCC(=O)NCC(=O)O)C(=O)O1
 : 7	-1%	14	0.4	-3	4.1%	1	-4	-3
Cc1ccc(-n2ncc3c(=O)n(CC(=O)OCc4ccccc4)cnc32)cc1
 : -22	?	5	-0.7	0	1.7%	2	-21	-7
COc1ccccc1N(CC(=O)NC1CCCC1)C(=O)c1csnn1
 : 10	-1%	4	-0.6	0	2.2%	2	5	-2
Cc1cc(C(=O)N/N=C/c2cc(Br)ccc2OC(=O)c2ccccc2Cl)n[nH]1
 : 5	-17%	-26	0.4	-6	-1.2%	1	-14	-3
COc1c(Cl)cc(Cl)cc1C(=O)Nc1ccc(NC(=O)c2cccs2)cc1
 : 4	-2%	-9	0.1	13	3.4%	2	0	1
CCC(=O)Nc1ccc(C)cc1-c1nc2ccccc2n(CC(=O)c2ccc(C)cc2)c1=O
 : 21	1%	-3	0.4	1	-2.7%	0	8	-2
CC(=O)Nc1nc2ccccc2n1Cc1ccccc1C
 : ·	8%	-23	0.9	2	0.0%	13	2	3
COCC(C)OC(=O)c1c(N)n(CCCN2CCOCC2)c2nc3ccccc3nc12 (centres undefined)
 : 11	403%[activator]	-32	-0.4	-2	2.2%	0	8	4
O=C(CCc1nc2ccccc2c(=O)[nH]1)NNC(=O)COc1cccc(F)c1
 : -1	·	1	-0.1	1	3.5%	3	-10	·
COc1ccccc1NC(=S)N1CCN(C/C=C/c2ccccc2)CC1
 : 5	5%	-24	0.1	-1	0.4%	3	-20	-6
Cc1ccc(NC(=O)/C=C/c2cccs2)c([N+](=O)[O-])c1
 : -6	-2%	-7	1.3	-2	3.3%	2	3	-3
COc1cc([N+](=O)[O-])ccc1NC(=O)CC1SC(=Nc2ccc(F)cc2)N(CCC2=CCCCC2)C1=O (centres undefined)
 : -3	-5%	-12	1.1	3	0.4%	0	19	-6
CC(=O)N1CCN(C(=S)NC(=O)C23CC4CC(CC(C4)C2)C3)CC1
 : 34*	-10%	-4	-0.1	3	-1.4%	1	3	-3
Cc1nnc(SCC(=O)Nc2ccc([N+](=O)[O-])cc2)n1C
 : 0	-3%	2	-1.1	8	6.3%	4	15	-1
Cn1ccc2cc(S(=O)(=O)N3CCN(C(=O)Nc4ccc(F)cc4F)CC3)ccc21
 : ·	2%	·	-0.4	4	-2.0%	0	8	2
O=[N+]([O-])c1cc(CN2CCOCC2)c2cccnc2c1O
 : -2	-18%	-102*	0.7	-2	0.1%	12	11	-2
O=C(/C=C/c1cccs1)c1ccc(N2CCOCC2)cc1
 : -2	-23%	-13	1.2	10	-1.0%	0	-17	-5
CCOC(=O)c1ccc(NC(=O)CSc2nnc(CNC(=O)c3ccc(OC)cc3)n2CC)cc1
 : 16	-10%	·	0.8	2	-0.4%	0	4	-6
CCCNC(=S)N1CCCC(c2nc3ccccc3[nH]2)C1 (centres undefined)
 : -2	-4%	-5	-0.9	-7	0.9%	-3	1	-3
COc1cc(/C=C2\N=C(c3ccccc3)OC2=O)ccc1OCc1c(C)no[n+]1[O-]
 : 25	-2%	-6	0.2	10	-3.7%	5	-12	-2
O=C(Oc1ccc(O)cc1)C12CC3CC(CC(C3)C1)C2
 : -3	?	-8	8.7	-3	-1.9%	41*	-8	21
COc1cc(S(=O)(=O)N2CCN(C(=O)c3ccccc3)CC2)c(OC)cc1Br
 : 5	-22%	3	0.1	6	2.6%	8	-17	-5
CCOc1ccc(NC(=S)NC(=O)c2ccco2)cc1
 : -10	0%	8	-0.7	7	-1.2%	6	-11	-2
COc1ccc(C(C(=O)NC2CCCCC2)N(C(=O)Cc2c[nH]c3ccccc23)c2ccccc2)cc1OC (centres undefined)
 : -1	4%	-16	0.5	-7	0.1%	4	24	3
CCSc1oc(-c2ccco2)nc1S(=O)(=O)c1ccc(F)cc1
 : 16	2%	24	-1.2	-7	1.1%	0	6	4
Cc1ccc2oc(C(=O)Nc3ccc(S(=O)(=O)N(C)Cc4ccccc4)cc3)cc(=O)c2c1
 : -7	0%	2	0.5	3	0.2%	1	-4	0
Cc1ccccc1N(CC(=O)Nc1ccccc1C(=O)O)S(C)(=O)=O
 : -3	-11%	21	-0.9	9	-1.1%	2	18	-3
Cc1ccc(C)c(OCCSc2nnc(-c3cccnc3)n2N)c1
 : 0	5%	-4	-0.1	0	-0.5%	3	2	-2

# Compound profiles, from the list above. Screens in order: D2 PAM, Anesthetic bind, RXFP1 antag, TRHR ag, TRHR enhancer, RXFP1 ag, D1 ag, D1 antagonist, D1 PAM
# CC(=O)Nc1nc2ccccc2n1Cc1ccccc1C as listed: ·, 8%, -23, 0.9, 2, 0.0%, 13, 2, 3
# COc1ccc(C(=O)Nc2ccc(Cl)cc2C(=O)NCc2ccco2)cc1 as listed: 6, -9%, -15, -0.5, 1, ?, -1, 7, -3
# O=C(CCc1nc2ccccc2c(=O)[nH]1)NNC(=O)COc1cccc(F)c1 as listed: -1, ·, 1, -0.1, 1, 3.5%, 3, -10, ·
# Cc1nnc(SCC(=O)Nc2ccc([N+](=O)[O-])cc2)n1C as listed: 0, -3%, 2, -1.1, 8, 6.3%, 4, 15, -1
# COc1cc(S(=O)(=O)N2CCN(C(=O)c3ccccc3)CC2)c(OC)cc1Br as listed: 5, -22%, 3, 0.1, 6, 2.6%, 8, -17, -5

# (cont.)
# Below each SMILES – D2 PAM	Anesthetic bind	RXFP1 antag	TRHR ag	TRHR enhancer	RXFP1 ag	D1 ag	D1 antagonist	D1 PAM
C=C(C)C(=O)O[C@H]1C/C(C)=C\C(=O)/C=C(\C)[C@H](O)[C@@H]2OC(=O)C(=C)[C@@H]21
 : ·	-10%	·	0.6	-7	2.5%	7	-10	-5
C=CCc1cccc(CNc2nc3ccccc3n2CCN2CCOCC2)c1O
 : 0	-9%	1	0.6	-2	0.6%	5	-4	-1
CC(C(=O)N1CCN=C1c1ccccc1)N1C(=O)c2ccccc2C1=O (centres undefined)
 : -3	-4%	-1	0.1	3	1.8%	1	16	0
CCn1c(SCc2ccc(Cl)cc2)nc2nc3c(cc2c1=O)CCCC3
 : 7	3%	-22	-0.9	3	0.5%	2	-25	-5
Cc1c(N=C(N)/N=C(\N)Nc2ccccc2)c(=O)n(-c2ccccc2)n1C
 : 4	4%	1	-1.5	-3	-0.6%	4	7	-3
COc1ccccc1CN1CCNC(=O)C1CC(=O)N(C)Cc1nc(C)cs1 (centres undefined)
 : 13	-6%	-3	0.2	-4	-0.2%	1	12	0
CN(C)C(CNC(=O)C1CCN(S(=O)(=O)c2ccc(Cl)cc2)CC1)c1ccccc1 (centres undefined)
 : 1	4%	-11	-0.8	3	0.2%	-1	-2	-6
CNc1nc(Nc2ccc([N+](=O)[O-])cc2)nc(OCC(F)(F)F)n1
 : ·	-5%	0	-0.2	3	0.6%	-1	-10	-7
COc1ccc(CC(=O)NNC(=S)NCC2CC2)cc1OC
 : 2	0%	-15	0.2	5	5.0%	0	-7	-4
O=C(NCC1CCN(c2ccc(S(=O)(=O)N3CCOCC3)cc2)CC1)c1ccc(Cl)cc1
 : -5	4%	-18	0.2	3	-0.8%	7	-12	0
COc1ccc(CNC(=O)c2cccn2-c2nnc(N3CCCC3)s2)c(OC)c1
 : -2	-8%	-1	-0.6	-4	0.2%	2	1	-3
Cc1ccc(/C(O)=C2\C(=O)C(=O)N(CC(C)O)C2c2ccccn2)cc1 (centres undefined)
 : 12	-15%	16	-0.6	5	0.4%	1	-2	-3
O=C(Nc1ccc(N2CCOCC2)c(Cl)c1)c1ccccc1Cl
 : 0	-13%	-6	0.3	-1	0.7%	1	6	-3
Nc1ccccc1C(=O)Nc1cccc(C(=O)O)c1
 : -1	-7%	6	0.9	10	-0.7%	1	8	0
O=[N+]([O-])c1ccc(/C=[N+](\[O-])[C@@H]2CCCC[C@@H]2/[N+]([O-])=C/c2ccc([N+](=O)[O-])o2)o1
 : 4	-1%	5	2.0	7	1.0%	5	-10	-5
CC(C)Cn1c(-c2ccc(S(=O)(=O)N3CCOCC3)cc2)csc1=Nc1cc(Cl)ccc1Cl
 : 4	-8%	·	-1.2	-7	6.0%	-1	0	1
O=C(CCC(=O)NC1CCCCC1)Nc1cccnc1
 : -8	-10%	5	1.8	-1	0.6%	2	-1	1
CCc1ccc(S(=O)(=O)NCc2ccc3c(c2)CCN3C(=O)c2ccc(C)cc2)cc1
 : 6	-7%	7	-0.4	7	4.7%	0	0	0
CCOc1ccccc1CNC(=O)c1ccc(Cn2c(SCc3ccccc3)nc3cccnc32)cc1
 : 2	-12%	-4	1.1	7	11%	7	13	3
Cc1cc(C)c(NC(=O)C2CCCO2)c(C)c1NC(=O)C1CCCO1 (centres undefined)
 : 15	-8%	2	0.0	-1	-0.9%	3	-2	-3
O=C(Nc1nnc2n1CCS2)c1cc(C(F)(F)F)cc(C(F)(F)F)c1
 : -5	-8%	·	0.4	0	4.3%	2	-6	-5
CC(=O)NC(Cc1ccccc1)C(=O)NC(Cc1ccccc1)C(=O)O (centres undefined)
 : -6	3%	12	1.0	-3	6.6%	3	-4	-6

# Quoted at random: 2 records from the list, in no set order.
# Below each SMILES – D2 PAM	Anesthetic bind	RXFP1 antag	TRHR ag	TRHR enhancer	RXFP1 ag	D1 ag	D1 antagonist	D1 PAM
CNc1nc(Nc2ccc([N+](=O)[O-])cc2)nc(OCC(F)(F)F)n1
 : ·	-5%	0	-0.2	3	0.6%	-1	-10	-7
CCn1c(SCc2ccc(Cl)cc2)nc2nc3c(cc2c1=O)CCCC3
 : 7	3%	-22	-0.9	3	0.5%	2	-25	-5

# Copied from the list.
# COc1cc(/C=C2\N=C(c3ccccc3)OC2=O)ccc1OCc1c(C)no[n+]1[O-] in TRHR enhancer shows 10
# COCC(C)OC(=O)c1c(N)n(CCCN2CCOCC2)c2nc3ccccc3nc12 (centres undefined) in RXFP1 ag shows 2.2%
# CC(C(=O)N1CCN=C1c1ccccc1)N1C(=O)c2ccccc2C1=O (centres undefined) in D2 PAM shows -3
